IDH1 mut inh: inhibitors of IDH1 R132H reductase, primary screen, biochemical, plate reader, single point; Isocitrate dehydrogenase [NADP] cytoplasmic (Homo sapiens), O75874; diaphorase/resazurin fluorescence, 60 min; inhibition, % at 10 µM; actives 0.18% (n = 70,000); AID 624101, 2012; in the data active = inhibition above about 34%;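 also: 0% = DMSO and 100% = no enzyme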
Target sequence (O75874 whole entry R132H): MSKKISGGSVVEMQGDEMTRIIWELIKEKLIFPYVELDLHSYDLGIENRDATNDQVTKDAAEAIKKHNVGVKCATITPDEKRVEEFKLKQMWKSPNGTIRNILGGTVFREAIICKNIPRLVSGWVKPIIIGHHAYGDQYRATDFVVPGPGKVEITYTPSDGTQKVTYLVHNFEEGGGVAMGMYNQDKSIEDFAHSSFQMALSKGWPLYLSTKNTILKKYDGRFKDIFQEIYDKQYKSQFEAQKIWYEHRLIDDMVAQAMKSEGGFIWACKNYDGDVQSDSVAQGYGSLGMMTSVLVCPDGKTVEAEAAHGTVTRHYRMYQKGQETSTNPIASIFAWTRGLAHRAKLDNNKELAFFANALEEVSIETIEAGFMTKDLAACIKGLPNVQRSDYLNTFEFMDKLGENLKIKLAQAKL
PRC2 inh: EZH2/PRC2 methyltransferase inhibitors, primary screen, biochemical, DELFIA time-resolved fluorescence, single point. Histone-lysine N-methyltransferase EZH2 (Homo sapiens), Q15910. PRC2 H3K27 methylation, DELFIA TRF, 1 h. inhibition, % at 12.5 µM. actives 0.35% (n = 57,000);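 active = mean inhibition of replicates at least 50% and every single replicate also reaching 50%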;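 also: dimethyl H3K27 on biotinylated H3 21-44 peptide detected by antibody; plate controls were median neutral control wells for no effect and median positive control wells for full effect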
An asterisk follows results filed as active; . = not tested or not shown.

SMILES | IDH1 mut inh | PRC2 inh
C[C@H](CO)N1C[C@H](C)[C@@H](CN(C)C(=O)Nc2ccc(F)cc2)Oc2ccc(NC(=O)CCCCCC(=O)Nc3ccccc3N)cc2CC1=O | 0.0 | .
C[C@@H]1CN([C@H](C)CO)C(=O)c2cc(NC(=O)Nc3ccccc3)ccc2O[C@H]1CN(C)S(C)(=O)=O | -1.3 | -1
C[C@@H]1CN([C@@H](C)CO)C(=O)c2cc(NC(=O)C3CCCCC3)ccc2O[C@@H](C)CCCCO[C@@H]1CN(C)C(=O)Nc1ccc(C(F)(F)F)cc1 | 2.2 | .
C[C@@H]1CN([C@H](C)CO)C(=O)CCCn2cc(nn2)CO[C@H]1CN(C)S(=O)(=O)c1ccc(Cl)cc1 | 2.0 | 1
C[C@@H]1CN([C@@H](C)CO)C(=O)c2cc(NC(=O)NC3CCCCC3)ccc2O[C@H]1CN(C)S(=O)(=O)c1ccc(Cl)cc1 | -0.1 | -29
C[C@H]1CN([C@@H](C)CO)C(=O)Cc2cc(N(C)C)ccc2O[C@@H]1CN(C)S(C)(=O)=O | -0.2 | 11
CCC(=O)Nc1ccc2c(c1)C(=O)N(C)C[C@H](OC)[C@@H](C)CN(Cc1ccccc1OC)[C@@H](C)CO2 | -0.4 | 2
O=S(=O)(N[C@H]1CC[C@H](CCn2cc(C3(O)CCCC3)nn2)O[C@@H]1CO)c1ccc(Cl)cc1 | 0.1 | -6
COc1ccc(-c2nc3cc(C(C)C)ccc3o2)cc1NC(=O)COc1ccccc1C | 0.4 | -3
C[C@@H]1CN([C@H](C)CO)C(=O)c2cccc(NC(=O)C3CCOCC3)c2O[C@H]1CN(C)C(=O)NC1CCCCC1 | . | -2
CCCC#Cc1cnc2c(c1)C(=O)N([C@H](C)CO)C[C@H](C)[C@@H](CN(C)C(=O)c1ccccc1)O2 | 0.1 | -8
C[C@H]1CN([C@@H](C)CO)C(=O)c2cccc(NS(C)(=O)=O)c2O[C@H]1CN(C)Cc1ccc(C(F)(F)F)cc1 | 1.3 | 0
C[C@@H]1CN([C@@H](C)CO)C(=O)c2cc(NC(=O)Cn3cnnn3)ccc2O[C@@H]1CN(C)S(C)(=O)=O | -0.2 | .
CO[C@@H]1CN(C)C(=O)c2ccc(NC(=O)C3CC3)cc2OC[C@@H](C)N(C(=O)NC(C)C)C[C@H]1C | 0.3 | 4
CO[C@H]1CC[C@H]2CCOc3c(C#N)cccc3C(=O)N(C)CCCC(=O)N(C)C[C@@H]1O2 | -0.1 | 4
CC(=O)OC(COc1cccc2ccccc12)Cn1cnc2ccccc21 (centres undefined) | -0.6 | .
CC(C)(C)OC(=O)NC1(/C=N/NC(=O)c2cccc(C(=O)NO)c2)CCCC1 | . | 13
C[C@H](CO)N1C[C@H](C)[C@@H](CN(C)Cc2ccc3c(c2)OCO3)OCc2cnnn2CCCC1=O | . | 8
COc1ccc(C#Cc2ccc3c(c2)[C@]2(C(=O)N3)[C@H](C(=O)O)[C@H]3C(=O)O[C@H](c4ccccc4)[C@H](c4ccccc4)N3[C@@H]2c2ccccc2OCCO)cc1 | . | 75*
COc1ccccc1S(=O)(=O)N(C)C[C@@H]1Oc2ncc(-c3ccc(C)cc3)cc2C(=O)N([C@@H](C)CO)C[C@H]1C | -0.7 | -14
O=C(C[C@@H]1C[C@@H]2c3cc(NC(=O)c4ccc5c(c4)OCO5)ccc3O[C@@H]2[C@@H](CO)O1)NCc1cccc(F)c1 | -0.6 | 4
COC(=O)c1cc(OC)c(OC)cc1NC(=O)COc1ccc(Cl)cc1 | -0.4 | 6
CC(C)NC(=O)N(C)C[C@H]1Oc2cc(C3=CCCCC3)ccc2S(=O)(=O)N([C@H](C)CO)C[C@@H]1C | -3.4 | -6
CC(C)NC(=O)Nc1ccc2c(c1)CC(=O)N([C@H](C)CO)C[C@@H](C)[C@H](CN(C)C(=O)Nc1ccc3c(c1)OCO3)O2 | -2.3 | .
COc1ccc(CN(C)C[C@@H]2OCCCC[C@@H](C)Oc3ccc(NS(C)(=O)=O)cc3C(=O)N([C@H](C)CO)C[C@H]2C)cc1 | . | 1
Following part:
SMILES | IDH1 mut inh | PRC2 inh
CCC(=O)N(C)C[C@H]1Oc2ncc(-c3ccc(C#N)cc3)cc2C(=O)N([C@H](C)CO)C[C@@H]1C | 0.0 | 5
Cc1cc(Cl)ccc1NC(=O)CSc1nnc(-c2cccs2)n1-c1ccccc1 | 0.4 | 0
CC(C)NC(=O)Nc1ccc2c(c1)CC(=O)N([C@@H](C)CO)C[C@@H](C)[C@H](CN(C)Cc1ccc3c(c1)OCO3)O2 | -0.2 | -9
C[C@H](CO)N1C[C@H](C)[C@H](CN(C)C(=O)Nc2ccc(F)cc2)OCCCC[C@H](C)Oc2ccc(NC(=O)c3ccncc3)cc2C1=O | 1.4 | .
C[C@H](CO)N1C[C@H](C)[C@H](CN(C)Cc2ccc(Cl)c(Cl)c2)Oc2ccc(NC(=O)Nc3ccc(C(F)(F)F)cc3)cc2C1=O | -4.3 | .
CO[C@H]1CN(C)C(=O)c2cc(NS(=O)(=O)c3ccccc3)ccc2OC[C@H](C)N(Cc2nccs2)C[C@H]1C | -0.3 | -1
Cc1c(C(=O)Nc2sc3c(c2C(=O)NC2CCS(=O)(=O)C2)CCC(C)C3)oc2ccc(Cl)cc12 (centres undefined) | -0.1 | 8
C[C@H](CO)N1C[C@H](C)[C@@H](CN(C)S(=O)(=O)c2cn(C)cn2)Oc2ccc(NC(=O)Nc3ccc(C(F)(F)F)cc3)cc2CC1=O | 0.0 | .
COc1cccc(S(=O)(=O)N(C)C[C@H]2Oc3cc(C#CCC(C)C)ccc3S(=O)(=O)N([C@@H](C)CO)C[C@H]2C)c1 | -3.4 | 5
O=C(Nc1cccc(F)c1)N[C@H]1CC[C@@H](CCn2cc(Cc3ccccc3)nn2)O[C@@H]1CO | 0.0 | -2
COc1ccc(OCC(=O)Nc2ccccc2C(=O)Nc2ccc(C(=O)O)cc2)cc1 | -0.5 | 9
COc1cccc(CNc2nc3ccccc3n2C)c1OC | -0.6 | .
COc1ccc(NC(=O)Nc2ccc3c(c2)C(=O)N([C@H](C)CO)C[C@H](C)[C@H](CN(C)C)OCCCC[C@H](C)O3)cc1 | -2.9 | 1
Cc1ccc2oc(C(=O)Nc3sc4c(c3C(=O)NCc3ccco3)CCC4)c(C)c2c1 | 0.2 | -10
O=C(COc1ccc(C(=O)Nc2ccc(F)cc2)cc1)Nc1ccccc1C(F)(F)F | 0.3 | 0
CO[C@@H]1CN(C)C(=O)c2ccc(NS(=O)(=O)c3ccc(Cl)cc3)cc2OC[C@H](C)N(C)C[C@@H]1C | 0.1 | 7
C[C@H]1CN([C@@H](C)CO)C(=O)c2cc(C#CC3CCCCC3)cnc2O[C@@H]1CN(C)C(=O)NC1CCCC1 | -0.6 | 8
CCCNC(=O)N(C)C[C@H]1Oc2ncc(C#CC3CCCCC3)cc2C(=O)N([C@@H](C)CO)C[C@H]1C | . | -3
C[C@H]1CCCCO[C@H](CN(C)C(=O)Nc2ccccc2)[C@@H](C)CN([C@@H](C)CO)C(=O)c2cc(NC(=O)Nc3ccc(C(F)(F)F)cc3)ccc2O1 | 1.8 | .
C[C@@H]1CN([C@H](C)CO)C(=O)c2cc(Br)cnc2O[C@@H]1CN(C)Cc1ccccn1 | -1.9 | 10
COc1ccccc1CN1C[C@@H](C)[C@H](OC)CN(C)C(=O)c2cc(NC(C)=O)ccc2OC[C@@H]1C | -0.1 | -5
CO[C@@H](CN(C)Cc1cc(F)ccc1F)[C@H](C)CN(C(=O)Nc1ccc(C(F)(F)F)cc1)[C@H](C)CO | -0.8 | 7
CCCN(C)C[C@H]1OCCCC[C@H](C)Oc2ccc(NS(=O)(=O)c3ccc(Cl)cc3)cc2C(=O)N([C@H](C)CO)C[C@H]1C | . | -14
CC(C)CC#Cc1ccc2c(c1)O[C@@H](CN(C)C(=O)CN(C)C)[C@H](C)CN([C@@H](C)CO)S2(=O)=O | 3.1 | -19
Cc1noc(C)c1NC(=O)N(C)C[C@@H]1OCCCC[C@@H](C)Oc2ccc(NC(=O)CCC(F)(F)F)cc2C(=O)N([C@H](C)CO)C[C@@H]1C | 1.0 | .

Shown with each value named: 4 of the compounds above.
mol: COc1ccc(NC(=O)Nc2ccc3c(c2)C(=O)N([C@H](C)CO)C[C@H](C)[C@H](CN(C)C)OCCCC[C@H](C)O3)cc1
  IDH1 mut inh = -2.9
  PRC2 inh = 1
mol: Cc1ccc2oc(C(=O)Nc3sc4c(c3C(=O)NCc3ccco3)CCC4)c(C)c2c1
  IDH1 mut inh = 0.2
  PRC2 inh = -10
mol: O=C(COc1ccc(C(=O)Nc2ccc(F)cc2)cc1)Nc1ccccc1C(F)(F)F
  IDH1 mut inh = 0.3
  PRC2 inh = 0
mol: CO[C@@H]1CN(C)C(=O)c2ccc(NS(=O)(=O)c3ccc(Cl)cc3)cc2OC[C@H](C)N(C)C[C@@H]1C
  IDH1 mut inh = 0.1
  PRC2 inh = 7

By substructure: the compounds so far with a furan ring, fused or not.
SMILES | IDH1 mut inh | PRC2 inh
Cc1c(C(=O)Nc2sc3c(c2C(=O)NC2CCS(=O)(=O)C2)CCC(C)C3)oc2ccc(Cl)cc12 (centres undefined) | -0.1 | 8
Cc1ccc2oc(C(=O)Nc3sc4c(c3C(=O)NCc3ccco3)CCC4)c(C)c2c1 | 0.2 | -10

Going on with the list:
SMILES | IDH1 mut inh | PRC2 inh
C[C@H]1CN([C@@H](C)CO)C(=O)c2cccc(NC(=O)CCCCCC(=O)Nc3ccccc3N)c2O[C@@H]1CN(C)Cc1ccc(Oc2ccccc2)cc1 | 0.2 | 16
Cc1ccc(S(=O)(=O)N(C)C[C@@H]2OCCCC[C@H](C)Oc3ccc(NS(C)(=O)=O)cc3C(=O)N([C@H](C)CO)C[C@@H]2C)cc1 | -3.2 | .
CC(Oc1ccccc1)C(=O)N[C@@H]1C(=O)N2[C@@H]1SC(C)(C)[C@@H]2C(=O)O (some centres undefined) | -1.2 | .
COc1cccc(S(=O)(=O)Nc2ccc3c(c2)[C@H]2C[C@@H](CC(=O)NCCc4ccccc4)O[C@@H](CO)[C@H]2O3)c1 | 0.3 | 0
CCCC(=O)Nc1ccc2c(c1)OC[C@@H](C)N(S(=O)(=O)c1cn(C)cn1)C[C@@H](C)[C@H](OC)CN(C)C2=O | -0.6 | 0
C[C@H](CO)N1C[C@H](C)[C@@H](CN(C)C(=O)Nc2cccc3ccccc23)Oc2ccc(NS(=O)(=O)c3cccs3)cc2CC1=O | -0.4 | .
C[C@@H]1CCCCO[C@H](CN(C)Cc2ccccc2)[C@H](C)CN([C@H](C)CO)C(=O)c2cc(NS(=O)(=O)c3ccc(Cl)cc3)ccc2O1 | 0.1 | .
COc1ccc(NC(=O)N(C)C[C@H]2OCCCC[C@H](C)Oc3ccc(NC(=O)NC4CCCCC4)cc3C(=O)N([C@H](C)CO)C[C@@H]2C)cc1 | 3.8 | .
CCC(=O)N(C)C[C@@H]1Oc2cc(-c3cccnc3)ccc2S(=O)(=O)N([C@H](C)CO)C[C@H]1C | -1.0 | 2
COC(=O)c1ccc(NC(=O)CSc2nc(-c3cccs3)cc(=O)[nH]2)cc1 | 0.1 | 44
COC(=O)c1cccc(COC(=O)c2ccccc2NC(=O)c2ccco2)c1 | 0.1 | 19
C[C@H]1CN([C@@H](C)CO)C(=O)c2cc(NC(=O)Nc3ccc(F)cc3)ccc2O[C@H]1CN(C)S(=O)(=O)c1ccc(Cl)cc1 | 3.7 | -2
CC(C)NC(=O)N(C)C[C@@H]1Oc2cc(-c3ccccc3)ccc2S(=O)(=O)N([C@@H](C)CO)C[C@@H]1C | 0.0 | 10
CCCNC(=O)N(C)C[C@@H]1Oc2cc(C#CCC(C)C)ccc2S(=O)(=O)N([C@@H](C)CO)C[C@@H]1C | -0.2 | .
O=C(O)c1cccc(CSc2nnc(-c3ccco3)o2)c1 | -0.2 | -6
COC(=O)c1c(NC(=O)CN(c2cccc(Br)c2)S(C)(=O)=O)sc2c1CCCC2 | -0.1 | 8
COc1ccc(S(=O)(=O)Nc2ccc3c(c2)CC(=O)N([C@@H](C)CO)C[C@@H](C)[C@H](CN(C)Cc2ccc(C(=O)O)cc2)O3)cc1 | 4.8 | .
COc1ccc(NC(=O)N[C@H]2CC[C@@H](CC(=O)NC3CCC3)O[C@@H]2CO)cc1 | 0.5 | 9
CCCN1C[C@@H](C)[C@@H](OC)CN(C)C(=O)c2cc(NC(=O)c3ccccc3F)ccc2OC[C@@H]1C | -0.1 | 12
C[C@@H]1CN([C@H](C)CO)C(=O)Cc2cc(NC(=O)CCCN(C)C)ccc2O[C@H]1CN(C)C(=O)Nc1ccc2c(c1)OCO2 | 0.6 | -7
CO[C@@H]1CN(C)C(=O)c2ccc(NC(C)=O)cc2OC[C@H](C)N(C(=O)c2ccccn2)C[C@@H]1C | 0.2 | 9
C[C@H]1CN([C@@H](C)CO)C(=O)Cc2cc(NC(=O)Cc3ccccc3)ccc2O[C@H]1CN(C)Cc1ccncc1 | -1.9 | .
C[C@@H]1CCCCO[C@H](CN(C)Cc2ccc(Cl)c(Cl)c2)[C@@H](C)CN([C@@H](C)CO)C(=O)c2cc(N(C)C)ccc2O1 | -2.1 | .
COc1ccccc1-c1ccc2c(c1)O[C@H](CN(C)C(=O)Nc1cccc(F)c1)[C@@H](C)CN([C@@H](C)CO)S2(=O)=O | 0.0 | .

Some of the compounds tested. The share of hits here may be higher or lower than overall.
